# TDP1 block = qHTS Assay for Inhibitors of Tyrosyl-DNA Phosphodiesterase (TDP1) | 350,000 compounds, 0.28% hits | Tyrosyl-DNA phosphodiesterase 1 (Homo sapiens), Q9NUW8 | recombinant TDP1, AlphaScreen DNA substrate cleavage | Potency, µM (highest dose often 130 µM), for inactives: at the top dose activity change, negative = inhibition, hits mostly inhibitors; also: nearly all actives have a fitted effect of over 40% in size
# Target sequence (Q9NUW8 whole entry, looked up): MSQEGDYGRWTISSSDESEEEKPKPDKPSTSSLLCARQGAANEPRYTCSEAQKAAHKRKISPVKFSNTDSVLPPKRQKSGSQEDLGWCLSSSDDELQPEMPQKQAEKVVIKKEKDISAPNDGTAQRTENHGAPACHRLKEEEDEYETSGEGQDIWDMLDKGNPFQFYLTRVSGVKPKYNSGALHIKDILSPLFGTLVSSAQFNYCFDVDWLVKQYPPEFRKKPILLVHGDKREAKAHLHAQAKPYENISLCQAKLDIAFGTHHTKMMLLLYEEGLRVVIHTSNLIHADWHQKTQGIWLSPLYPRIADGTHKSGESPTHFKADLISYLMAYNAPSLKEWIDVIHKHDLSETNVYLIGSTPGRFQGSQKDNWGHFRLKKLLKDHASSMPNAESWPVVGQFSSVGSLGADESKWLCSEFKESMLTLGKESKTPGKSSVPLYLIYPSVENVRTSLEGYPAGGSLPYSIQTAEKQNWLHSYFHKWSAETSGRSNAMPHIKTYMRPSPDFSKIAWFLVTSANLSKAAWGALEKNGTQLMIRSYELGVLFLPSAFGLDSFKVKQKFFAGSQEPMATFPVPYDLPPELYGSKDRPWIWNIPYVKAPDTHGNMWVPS
#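 Here, a 5' biotin and 3' phosphotyrosine-FITC DNA oligonucleotide reports Tdp1 activity: intact substrate bridges AlphaScreen beads, while cleavage leaves a 3' phosphate and drops signal. All incubations at room temperature.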
# TDP1 cell noCPT = qHTS for Inhibitors of human tyrosyl-DNA phosphodiesterase 1 (TDP1): qHTS in cells in absence of CPT; DT40 Tdp1-/- hTDP1 cells, no CPT, ATP luminescence, 48 h; Potency, µM (titrated, usually from 46.2 µM), for inactives: top-dose activity change, negative = growth inhibition, most hits filed as inhibitors; 420,000 compounds, 15% hits; also: nearly all actives have a fitted effect of over 55% in size
#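 Compound effects on proliferation are scored in DT40 Tdp1-/-;hTDP1 cells in the absence of CPT. ATP levels (CellTiter-Glo luminescence) are recorded after a ≥48 hr, 37 °C incubation.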
# N370S GC mod = qHTS Assay for Inhibitors and Activators of N370S glucocerebrosidase as a Potential Chaperone Treatment of Gaucher Disease | N370S GC spleen homogenate, 4MU-glucoside fluorescence | Potency, µM (top dose mostly 59.4 µM), for the others: at the top dose activity change, negative = inhibition, usual class: inhibitors | 330,000 compounds, 0.092% hits | AID 2101, 2009;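 also: 0% = full enzyme activity and -100% = no enzyme basal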
# An asterisk follows results filed as active; ? = inconclusive; . = no result given; & = joins results of further samples; [ ] = dose if it differs, or a comment. Calls follow the shape of the dose curve; as a rule, active = well fitted curve in the direction sought with a large enough effect; inconclusive = small, poorly fitted or top-dose-only effect, or another doubt; inactive = no such curve, though single readings can be large; an effect the other way counts as inactive or inconclusive. Unless noted, % is scaled to controls: 0 for no effect and ±100 for the full control effect; potency is read from the fitted curve at half-maximal effect.
# Start of the data: the first 5 entries, to show the layout:
SMILES,TDP1 block,TDP1 cell noCPT,N370S GC mod
O=C(NCc1ccccc1F)C(=O)NCC(c1ccco1)S(=O)(=O)c1cccs1 (stereo not given),0%,?,.
Cc1cc(S(=O)(=O)N2CCOCC2)ccc1OCC(=O)NCCN1CCOCC1,2%[0.0935 µM],3%,-10%
COc1ccc(S(=O)(=O)Nc2ccc3c(c2)C(=O)N([C@H](C)CO)C[C@H](C)[C@@H](CN(C)C(=O)NC(C)C)O3)cc1,1%,1%,.
CSC1=C(C#N)C(c2ccccc2Cl)C(C(=O)c2cccs2)C(O)(C(F)(F)F)N1 (stereo not given),0%,-25%,-6%
COc1ccc(S(=O)(=O)N2CCOCC2)cc1NC(=O)c1ccncc1,1%,-1%,.

# This part in full, from the first entry:
SMILES,TDP1 block,TDP1 cell noCPT,N370S GC mod
O=C(NCc1ccccc1F)C(=O)NCC(c1ccco1)S(=O)(=O)c1cccs1 (stereo not given),0%,?,.
Cc1cc(S(=O)(=O)N2CCOCC2)ccc1OCC(=O)NCCN1CCOCC1,2%[0.0935 µM],3%,-10%
COc1ccc(S(=O)(=O)Nc2ccc3c(c2)C(=O)N([C@H](C)CO)C[C@H](C)[C@@H](CN(C)C(=O)NC(C)C)O3)cc1,1%,1%,.
CSC1=C(C#N)C(c2ccccc2Cl)C(C(=O)c2cccs2)C(O)(C(F)(F)F)N1 (stereo not given),0%,-25%,-6%
COc1ccc(S(=O)(=O)N2CCOCC2)cc1NC(=O)c1ccncc1,1%,-1%,.
O=C(O)c1ccc(CNCc2cccc(Cl)c2Cl)cc1,5%,-1%,0%
O=C(CN1CCN(Cc2ccccc2)CC1)N/N=C/C=C/c1ccccc1[N+](=O)[O-],8%,?,-5%
Nn1c(SCC(=O)NC(=O)NC2CCCC2)nnc1-c1ccccc1F,-1%,-10%,?
Cc1cc(Nc2c(C)n(C)n(-c3ccccc3)c2=O)n2c(nc3ccccc32)c1C#N,3%,-21%,-12%
CCOc1ccc(-n2c(SCC(=O)NC3CCS(=O)(=O)C3)nnc2-c2cccnc2)cc1 (stereo not given),-4%,3%,-9%
CCCN(CCC)CC(O)Cn1cc(/C=C/C(=O)c2cccs2)c2ccccc21 (stereo not given),-1%,?,-17%
O=c1cc(O)c2c(=O)n(-c3ccccc3)c3c(c2o1)CCCCC3,8%,-25%,4%
O=C(O)c1cccc(N/N=C/c2cn(-c3ccccc3)nc2-c2cccs2)c1,3%,4%,13%
COc1ccc(C)cc1NC(=O)CN1CCN(S(=O)(=O)c2ccc(C(C)C)cc2)CC1,3%,16µM*,12%
CC(=O)OCC1OC(C#Cc2ccccc2)C=CC1OC(C)=O (stereo not given),5%&-1%[21 µM],.,-3%&-11%[12.8 µM]
Cc1cccc(Cn2c(N3CCN(CCO)CC3)nc3c2c(=O)[nH]c(=O)n3C)c1,0%,-24%,-10%
COc1cccc(C2c3[nH]c4ccccc4c3CCN2Cc2cnn(C)c2)c1 (stereo not given),.,-22%,-3%
Nc1ncnc(N2CCOCC2)c1N,5%,-4%,-21%
Cc1cc(C)n(-c2nc3ccccc3c(=O)n2OC2CCCCC2)n1,4%,?,-2%
CC(C)=NOC(=O)c1ccc(-c2ccccc2)cc1,3%,-20%,5%
COc1ccc(NC(=O)CN(C)S(=O)(=O)c2cnc[nH]2)cc1,-3%&0%,23%&0%,-16%
CC(C)c1ccc(C(=O)OCC(=O)NC2CCCC2)cc1,.,?,-6%
Cc1nnsc1C(=O)N1CCC(C(=O)c2ccccc2)CC1,1%,2%,0%
CCCN(Cc1cccs1)C(=O)Nc1ccc(OCC)cc1,3%,?,.
O=C(CSc1n[nH]c(=O)n1-c1cccnc1)Nc1ccccc1,1%,1%,-8%
Cc1c(-c2nnnn2-c2ccc(F)cc2)cnc2cc3c(cc12)OCO3,2%,?,5%
O=C(C1COc2ccccc2O1)N(Cc1cccnc1)c1nc2c(F)cc(F)cc2s1 (stereo not given),-10%,?,.
CC(C)(C)OC(=O)N1CCC(c2c(C(=O)N3CCN(C(=O)c4ccco4)CC3)cnn2-c2ccc(F)cc2F)CC1,3%&3%,?,-1%
CC(Oc1ccccc1)C(=O)NC1=NCCS1 (stereo not given),3%,-8%,-1%
NS(=O)(=O)c1ccc(NC(=S)NC(=O)c2ccco2)cc1,0%&5%,-4%,2%&2%
OCC[C@@H]1C[C@H](O)[C@@H](O)[C@@]2(CCCc3ccccc3O2)O1,.,-3%,-1%
O=C(CSc1ncccn1)N/N=C/c1ccc2c(c1)OCO2,2%,3%,2%
Nc1ccccc1C(=O)Nc1cccc(C(=O)O)c1,-2%,-11%,7%
CCC(CC)C(=O)Nc1nnc(S(=O)(=O)Nc2ccccc2C)s1,.,-26%,-14%
COc1ccc(-c2noc(CN(C)S(=O)(=O)c3ccc(Cl)cc3)n2)cc1OC,5%,?,7%
CCOC(=O)C1=C(C)Nc2sc(C(=O)c3ccc(F)cc3)c(N)c2C1c1ccc(C(=O)OC)cc1 (stereo not given),3%,12µM*,-1%
CCc1nccn1C(=O)c1cnn2c(C(F)F)cc(-c3ccccc3)nc12,1%,.,-1%
Cc1ccc(N(CC(O)Cn2c3ccccc3c3ccccc32)S(C)(=O)=O)c(C)c1 (stereo not given),1%,?,-1%
CCCC(=O)c1cc(-c2nc3ccccc3n2C)n(C)c1,5%,-27%,-15%
CC1CCN(CCCN2C(=O)C3C(C(=O)Nc4ccc(Cl)cc4)C4C=CC3(O4)C2C(=O)NC2CCCCC2)CC1 (stereo not given),3%,?,2%
Cc1cc(C(=O)N/N=C/c2ccccn2)n[nH]1,0%,3%,2%
O=c1c(-c2ccccc2)nc2cncnc2n1-c1ccccc1,.,-18%,18%
COc1ccccc1C(=O)Nc1nnc(S(=O)(=O)N2CCCCC2)s1,1%&5%,?,?
CCSc1nnc([C@H](Cc2ccccc2)NC(=O)OC(C)(C)C)o1,1%,-3%,14%
CC(Sc1nnc2c(n1)C1CCC2(C)C1(C)C)C(=O)Nc1ccccc1 (stereo not given),3%,?,11%

# Record cards, from the list above:
# Listed for `CC1CCN(CCCN2C(=O)C3C(C(=O)Nc4ccc(Cl)cc4)C4C=CC3(O4)C2C(=O)NC2CCCCC2)CC1` (stereo not given) → TDP1 block: 3%; TDP1 cell noCPT: ?; N370S GC mod: 2%
# Listed for `COc1ccccc1C(=O)Nc1nnc(S(=O)(=O)N2CCCCC2)s1` → TDP1 block: 1%&5%; TDP1 cell noCPT: ?; N370S GC mod: ?

# (list continues)
SMILES,TDP1 block,TDP1 cell noCPT,N370S GC mod
Nc1nonc1-n1nnc(C(=O)N/N=C/c2ccc(Cl)cc2Cl)c1CN1CCCCC1,-6%,?,-13%
O=C(CNC(=O)c1cccc(Br)c1)N/N=C/c1ccc2c(c1)OCO2,15%,-26%,-15%
CC(C)(c1ccccc1)c1ccc(OCc2ccc(C(=O)O)o2)cc1,5%,-9%,6%
COc1ccc(C(=O)CSc2nnc(-c3ccccc3)o2)cc1,4%,?,-16%
O=C(Nc1cccnc1)c1ccc(Cl)c(Cl)c1,.,?,-13%
O=C(NCc1ccccc1)c1nc[nH]c1C(=O)NCc1ccccc1,8%,?,-5%
CCN(CC)c1ccc(C=N/C(C#N)=C(\N)C#N)cc1,8%,-6%,-3%
CCSc1nnc(-c2cccc(S(=O)(=O)N(CC)CC)c2)n1Cc1ccccc1,4%,18µM*,0%
NC(=O)c1nsc(C(=O)N(Cc2ccco2)C(C(=O)NCC2CCCO2)c2ccc(F)cc2)c1N (stereo not given),12%,?,12%
Nc1c(-c2ccc(F)cc2)cnc2ncnn12,7%,-21%,-3%
Cc1ccc2c3c([nH]c2c1)C(=O)CC(C)(C)S3,0%,?,5%
Cc1onc(-c2c(Cl)cccc2Cl)c1C(=O)n1nnc2ccccc21,3%,.,5%
Cc1csc(NC(=O)/C=C/c2ccc3c(c2)OCO3)n1,4%,?,-3%
COc1ccccc1N(C)S(=O)(=O)c1ccc(Cl)c(C(=O)NNC(=O)c2ccccc2O)c1,-12%,?,-30%
CCc1cc(=O)oc2cc(OCC(=O)NC3CC(C)(C)NC(C)(C)C3)ccc12,0%,1%,-4%
CCN(CCCNC(=O)CN1N=C(c2ccc(OC)cc2)CCC1=O)c1cccc(C)c1,7%,18µM*,.
CCN1CCN(c2ccc(S(=O)(=O)N3CCCCC3)cc2NC(=O)c2cccc(C)c2[N+](=O)[O-])CC1,1%,?,-22%
CCN1C(=O)OC2(CCCCC2)C1(C)O (stereo not given),8%,.,-22%
CCOC(=O)c1cc(NC(=O)c2cc(C)on2)cc(C(=O)OCC)c1,3%,-15%,4%
CCCCNC(=O)CCCCC(=O)N/N=C/c1ccccc1Cl,2%,?,6%
CC(C)C(=O)N1CCN(c2nc(-c3ccccc3)c3c(c2C#N)CC(C)(C)OC3)CC1,-4%,?,-8%
C/C(=N\NC(=O)c1ccc(O)cc1O)c1cccnc1,-11%[56.1 µM],18%,-13%
NC(=O)C1CCN(C(=O)C2CCN(C(=O)Nc3ccccc3)CC2)CC1,-3%,-7%,1%
COc1ccc(CN2CCNC(=O)C2CC(=O)NCCN2CCCCC2=O)c(F)c1 (stereo not given),3%,1%,-1%
CCN(CC)C(=O)CN1C(=O)C2CC=C(Cl)CC2C1=O (stereo not given),-6%,8%,2%
CCS(=O)(=O)N1CCC(C(=O)Oc2ccccc2)CC1,.,20%,-2%
Cc1cccc(C)c1NC(=S)N(Cc1ccco1)C1CCN(C(C)C)CC1,0%,9%,11%
CS(=O)(=O)N(CC(=O)NC1CCCC1)c1ccc(Oc2ccccc2)cc1,0%,?,?
O=C(NCc1ccccc1)[C@H]1C[C@@H]1[C@H](NP(=O)(c1ccccc1)c1ccccc1)c1ccccc1,0%&6%,21µM*,6%&28%
CC(C)(C)c1ccc(C(=O)NC(=S)NCC2CCCO2)cc1 (stereo not given),5%,4%,9%
Cc1cc(C)c(C)c(S(=O)(=O)N2CCN(C(=O)CCc3nc4ccccc4c(=O)[nH]3)CC2)c1C,2%,-25%,?
O=c1oc2ccccc2c(NC2CCCCC2)c1NS(=O)(=O)c1ccc(F)c(Cl)c1,3%,10%,-11%
O=C(C1CCN(c2ncnc3c2nc2n3CCCCC2)CC1)N1CCN(c2ccccc2F)CC1,10%&2%,21µM*,2%
CCOc1cccc(C(=O)Nc2ccccc2C(=O)N2CCN(C)CC2)c1,2%[56.1 µM],1%,0%
CCc1cc2c(NCc3ccco3)ncnc2s1,0%,13µM*,-6%
COc1ccc(-c2cc(C(=O)N3CCCC3)c3ccccc3n2)cc1OC,3%,-13%,-2%
CCC1CN(C(=O)C2CCN(S(=O)(=O)c3c(C)noc3/C=C/c3ccc(C)cc3)CC2)c2cc(C)ccc2O1 (stereo not given),3%,1%,.
COc1ccccc1C1C=C(c2ccc(C(C)C)cc2)Nc2nnnn21 (stereo not given),4%,?,.
CCOc1ccc2nc(NCCNS(=O)(=O)c3ccccc3)c(C#N)cc2c1,-12%,-19%,-9%
O=C(Nc1ccc(Cl)cc1)N1CCC(c2nc(-c3ccc(F)cc3)no2)CC1,-3%,11µM*,-6%
C(=N\Nc1ncnc2sc3c(c12)CCC3)/c1cccs1,10%,.,-9%
CCOc1ccc(CNC(=O)c2nn(-c3ccc(OC)cc3)c(=O)c3c2c2ccccc2n3C)cc1,0%,-7%,.
O=C(Nc1cc(-c2ccccc2)[nH]n1)c1ccccc1F,.,?,2%
CN(C)CCNC(C(=O)Nc1cc(Cl)cc(Cl)c1)c1ccccc1 (stereo not given),3%,?,5%
COc1cc(/C=C2\CCCc3c2nc2ccccc2c3C(=O)O)cc(Br)c1O,0%[0.0935 µM],-5%,-32%
CC(=O)c1ccc(NC(=O)CSc2nc(N)c3cc4c(nc3n2)CCCC4)cc1,5%,?,11%
CC1(C)CC2CC(C)(CN2C(=O)COC(=O)c2ccc(Cl)cc2N)C1 (stereo not given),2%,23µM*,-1%
CN=C1CC(C)(C)CC(=O)/C1=C(/O)CCCN1C(=O)c2ccccc2C1=O,0%,0%,-10%
CCOC(=O)c1ccc[n+](CC(=O)c2ccc(OC)cc2)c1,-3%,9%,-7%
C=CCn1c(SCC(=O)c2ccc(Cl)s2)nc2ccccc2c1=O,6%,?,?
Cc1nc(SCCO)c([N+](=O)[O-])[nH]1,4%,-10%,-3%
O=C(CN1CCOCC1)Nc1ccc([N+](=O)[O-])cc1Br,8%,?,-11%
Fc1ccccc1C1=NC(c2ccc(C(F)(F)F)cc2)=Nc2ccccc2N1,5%,?,.
CCOc1ccc(C(=O)NCC(=O)NCCOc2ccc(C)cc2)cc1,2%[56.1 µM],8%,-14%
CCOc1ccc(NC(=O)CSc2nnc(CCNC(=O)c3ccc(OC)cc3)n2CC)cc1,1%,-24%,15%

# Screening results from PubChem BioAssay.

# Only part of the results is shown, so the mix of outcomes need not match the whole.
